Bioassay records (PubChem BioAssay)
BioA inh: blocks M. tuberculosis BioA enzyme activity; purified M. tuberculosis BioA enzyme, plate reader; inhibition, % at 9.99 µM; 360,000 tested, 0.096% active; in the data active means inhibition above about 40%; inconclusive means no clear call, values can overlap the other calls
UGM FP inh: Mtb UDP-galactopyranose mutase inhibition; purified UGM, fluorescence polarization probe displacement; inhibition, % at 10 µM; 320,000 tested, 0.06% active; in the data active means inhibition above about 10%, passing the limit was not always enough; inconclusive means no clear call, values can overlap the other calls
Target sequence (P9WIQ1 whole entry, looked up): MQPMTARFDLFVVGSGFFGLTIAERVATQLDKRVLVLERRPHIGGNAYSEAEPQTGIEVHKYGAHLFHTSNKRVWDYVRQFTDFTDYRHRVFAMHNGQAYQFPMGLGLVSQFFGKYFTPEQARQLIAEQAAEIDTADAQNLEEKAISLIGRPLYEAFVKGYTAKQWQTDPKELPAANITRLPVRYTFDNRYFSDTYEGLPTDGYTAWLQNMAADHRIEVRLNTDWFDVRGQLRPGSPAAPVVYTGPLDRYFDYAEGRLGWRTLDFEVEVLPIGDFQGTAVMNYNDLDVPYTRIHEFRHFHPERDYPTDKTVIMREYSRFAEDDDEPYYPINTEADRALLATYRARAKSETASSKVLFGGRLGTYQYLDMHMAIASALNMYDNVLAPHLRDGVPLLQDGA
Y pestis TopoI: Y. pestis Topo-I inhibition via cleavage products. 360,000 tested, 0.064% active. activity, % at 10 µM. AID 504884. Y. pestis Topo-I cleavage product accumulation, plate reader; in the data active means activity above about 50%, passing the limit was not always enough; inconclusive means no clear call, values can overlap the other calls; further: inactives centre near 2
BH1578 lux ind: quorum light induction in luxS cqsA deficient V. cholerae; V. cholerae BH1578 lux reporter, luminescence, 6 h; activation, % at 18.7 µM; 350,000 tested, 0.16% active; in the data active means activation mostly above about 9.7%, no sharp cut-off; inconclusive means no clear call, values can overlap the other calls; inactive means mostly below about 3.7%; further: not every result past the cut was called active; inactives centre near 0; reference of the scale not given here
GDH-TPI inh: inhibits GDH-TPI coupling enzymes, artifact for Mtb FBA screen. GDH-TPI coupled enzyme counterscreen, NADH absorbance. 360,000 tested, 1.2% active. inhibition, % at 4.8 µM; in the data active means inhibition above about 30%;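 further: 0% = DMSO wells and 100% = wells lacking the enzyme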
PfHsp40 yeast: restores yeast growth despite PfHsp40 toxicity; S. cerevisiae expressing PfHsp40, growth rescue, ATP luminescence; 340,000 tested, 0.68% active; AID 504582; growth rescue, % at 12.5 µM; in the data active means growth rescue above about 28%, passing the limit was not always enough; inconclusive means no clear call, values can overlap the other calls;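 further: yeast W303a lacking pdr1 and pdr3 grown in galactose medium; growth measured after three days at 30 °C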
Mtb FBA inh: inhibits M. tuberculosis FBA enzyme; AID 588726; inhibition, % at 1 µM; purified M. tuberculosis FBA, fluorescence read-out; 360,000 tested, 2.3% active; in the data active means inhibition above about 27%;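 further: 0% = vehicle and 100% = reference inhibitor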
Target sequence (P9WQA3 whole entry, looked up): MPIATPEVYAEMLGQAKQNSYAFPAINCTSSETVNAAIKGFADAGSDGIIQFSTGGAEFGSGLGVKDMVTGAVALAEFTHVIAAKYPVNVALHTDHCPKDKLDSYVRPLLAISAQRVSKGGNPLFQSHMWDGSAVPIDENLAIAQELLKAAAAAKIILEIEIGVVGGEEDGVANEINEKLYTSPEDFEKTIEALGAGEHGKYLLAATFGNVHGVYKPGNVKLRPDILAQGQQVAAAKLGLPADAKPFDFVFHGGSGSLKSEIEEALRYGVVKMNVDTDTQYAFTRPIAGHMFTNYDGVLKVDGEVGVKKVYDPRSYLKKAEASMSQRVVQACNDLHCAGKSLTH
TcdB GH inh: TcdB glycohydrolase inhibition. TcdB glycohydrolase enzymatic assay, plate reader. inhibition, % at 9.99 µM. 350,000 tested, 0.24% active; in the data active means inhibition above about 10%
FadD28 binding: M. tuberculosis FadD28 bisubstrate binding inhibition. FadD28 bisubstrate probe binding, fluorescence polarization. inhibition, % at 12.5 µM. 360,000 tested, 0.22% active; in the data active means inhibition above about 8.5%, passing the limit was not always enough; inconclusive means no clear call, values can overlap the other calls
* = called active by the depositor; i = inactive; ? = inconclusive; · = no result given; & = joins results of further samples.

molecule | BioA inh | UGM FP inh | Y pestis TopoI | BH1578 lux ind | GDH-TPI inh | PfHsp40 yeast | Mtb FBA inh | TcdB GH inh | FadD28 binding
CC1CN(CC(=O)NC(C)c2ccccc2)CC(C)O1 (stereo not drawn) | 1.3 | -2.7 | -2 | i | 11 | 1.4 | 1 | 0.8 | -1.6
COC(=O)N1Cc2ccccc2-n2nncc2C1 | -0.6 | · | 7 | i | 0 | · | -1 | 2.7 | -3.4
O=C(CCCN1C(=O)/C(=C/c2cccs2)SC1=S)NNC(=O)c1ccc(F)cc1 | -0.5 | 0.6 | -4 | -0.3 | 8 | 0.1 | -1 | · | -1.1
COc1cccc(-n2c(SCC(=O)NCCc3ccccc3)nnc2-c2ccoc2C)c1 | 4.8 | 4.2 | 27 | · | -8 | -0.4 | 3 | · | -1.5
COc1ccccc1-n1c(=O)[nH]c2c(C(N)=O)nc(-c3cccnc3)nc21 | 1.2 | 0.3 | 8 | -0.2 | 28 | 1.2 | 39* | 1.6 | -2.9
Cc1cc(C)c(C)c(S(=O)(=O)N2CCNC(=O)C2)c1C | -0.3 | · | 2 | -1.3 | 10 | · | 3 | 1.6 | -2.0
Cc1ccc(-c2nc(SC(C)C(=O)c3c(N)n(C)c(=O)n(C)c3=O)n[nH]2)cc1 (stereo not drawn) | -0.2 | 2.2 | 0 | -0.4 | 7 | -0.6 | 2 | 1.1 | -0.6
CCOc1ccc(N(CC)C(=O)COc2cc(=O)n(CC)c3ccccc23)cc1 | · | 0.8 | 23 | -2.5 | 6 | 0.4 | 4 | · | 0.1
COc1ccc(NC(=O)Cn2nnc(C(=O)NCc3ccc4c(c3)OCO4)c2N)c(OC)c1 | 0.1 | -1.1 | 10 | -0.4 | 4 | 1.0 | 2 | -1.1 | -1.4
CC1CCCN(C(=O)Cc2cccc3ccccc23)C1 (stereo not drawn) | -0.8 | 0.7 | 1 | -0.5 | -1 | 0.3 | 3 | 0.8 | -4.3
Cc1ccc2ccc(C#N)cc2c1O | -0.8 | · | -4 | -4.5 | 18 | · | 36* | 2.1 | 1.8
Cc1onc(-c2ccccc2)c1C(=O)Nc1ccc(S(=O)(=O)Nc2nccs2)cc1 | -1.2 | -3.6 | -3 | -0.6 | 4 | 0.8 | -1 | -0.8 | -1.7
Cc1cc(C)c(S(=O)(=O)N2CCCCCC2)cc1Br | · | 2.1 | ? | -0.4 | 3 | 7.7 | 0 | 0.3 | -7.8
O=C(CCl)Nc1cccc(Oc2ccccc2)c1 | 1.4 | -0.8 | -7 | i | -6 | 0.5 | -5 | 0.0 | -6.6
CC(=O)N(CCc1ccccc1C)Cc1cc2cc3c(cc2[nH]c1=O)OCO3 | -1.3 | -3.7 | 5 | 5.9 | 11 | -0.3 | 39* | · | -2.6
O=S(=O)(Cc1ccc(Cl)cc1)NCc1ccc2c(c1)OCO2 | -0.9 | 0.1 | 13 | -0.1 | 4 | 1.4 | -2 | 0.7 | -4.1
Cc1cc(=O)oc2ccc(OC(=O)CC(C)C)cc12 | · | -1.0 | -1 | 4.0 | -1 | -0.1 | -4 | 0.5 | 0.2
COc1ccc(NC2=C(C(C)=O)C(c3ccccc3)C(C(C)=O)C(C)(O)C2)cc1 (stereo not drawn) | · | 2.7 | 6 | -0.2 | -1 | 0.0 | -1 | -0.2 | 0.3
COc1ccc(OC)c2c1sc(=NC(=O)C1COc3ccccc3O1)n2C (stereo not drawn) | -0.8 | 0.3 | -4 | i | -4 | 0.7 | -1 | 0.1 | -1.6
O=C(Nc1cc(Cl)ccc1N1CCOCC1)c1cccnc1 | 0.3 | -1.9 | 4 | i | -3 | 0.1 | 0 | 0.2 | -2.9
O=C(CSc1nc2c(cnn2-c2ccc(F)cc2)c(=O)[nH]1)N1CCOCC1 | 1.6 | -0.8 | 2 | i | -1 | -0.1 | 1 | · | -3.0
CC(=O)c1sc(NC(C)c2ccccc2)nc1C (stereo not drawn) | 1.3 | 0.0 | 4 | 0.6 | 2 | -0.3 | 2 | 2.2 | -2.0
CCN1CCN(c2cc(C)c3cc(NC(=O)c4ccc5c(c4)OCO5)ccc3n2)CC1 | -3.5 | -0.8 | -9 | -0.2 | 16 | -0.3 | 6 | 1.2 | 1.6
CCOCC(=O)Nc1cc([N+](=O)[O-])ccc1OC | 4.2 | 0.4 | -7 | -1.8 | 2 | 4.1 | 0 | 0.9 | -2.7
CC1C(=O)N(Cc2cn(Cc3ccco3)nn2)CCS(=O)(=O)N1Cc1ccc(-c2cccnc2)cc1 (stereo not drawn) | 19 | · | · | · | · | · | 1 | 1.1 | -1.4
O=C(c1ccccc1O)N1N=C(C(F)(F)F)CC1(O)c1ccc([N+](=O)[O-])cc1 (stereo not drawn) | 0.6 | 3.5 | -6 | -0.4 | 27 | -0.3 | -2 | 2.2 | -0.7
Cc1ccc(S(=O)(=O)N(C)C[C@@H]2OCCCC[C@@H](C)Oc3ccc(NS(=O)(=O)c4c(C)noc4C)cc3C(=O)N([C@H](C)CO)C[C@@H]2C)cc1 | 0.0&-0.5 | · | 32 | -0.1 | 9 | · | 6 | 0.8&0.0 | 1.1
CC1Sc2ccc(S(=O)(=O)NCc3ccccc3)cc2NC1=O (stereo not drawn) | 0.9 | 2.7 | 22 | -0.3 | 6 | 2.9 | 0 | 1.7 | 0.2
C[C@]12CCC(=O)C=C1C=CC1C2CC[C@@]2(C)C1CC[C@@H]2O (stereo partly drawn) | 3.4 | · | 2 | 0.4 | 1 | -0.2 | -3 | 0.9 | -3.2
CCCCn1nnnc1SCC(=O)NNC(=O)c1ccco1 | · | -1.1 | -5 | -0.2 | 4 | 0.5 | 6 | 1.7 | -1.0

Rewritten with each value named: part of the list above
compound: COC(=O)N1Cc2ccccc2-n2nncc2C1
  BioA inh: -0.6
  UGM FP inh: ·
  Y pestis TopoI: 7
  BH1578 lux ind: i
  GDH-TPI inh: 0
  PfHsp40 yeast: ·
  Mtb FBA inh: -1
  TcdB GH inh: 2.7
  FadD28 binding: -3.4
compound: O=C(CCCN1C(=O)/C(=C/c2cccs2)SC1=S)NNC(=O)c1ccc(F)cc1
  BioA inh: -0.5
  UGM FP inh: 0.6
  Y pestis TopoI: -4
  BH1578 lux ind: -0.3
  GDH-TPI inh: 8
  PfHsp40 yeast: 0.1
  Mtb FBA inh: -1
  TcdB GH inh: ·
  FadD28 binding: -1.1
compound: COc1cccc(-n2c(SCC(=O)NCCc3ccccc3)nnc2-c2ccoc2C)c1
  BioA inh: 4.8
  UGM FP inh: 4.2
  Y pestis TopoI: 27
  BH1578 lux ind: ·
  GDH-TPI inh: -8
  PfHsp40 yeast: -0.4
  Mtb FBA inh: 3
  TcdB GH inh: ·
  FadD28 binding: -1.5
compound: COc1ccccc1-n1c(=O)[nH]c2c(C(N)=O)nc(-c3cccnc3)nc21
  BioA inh: 1.2
  UGM FP inh: 0.3
  Y pestis TopoI: 8
  BH1578 lux ind: -0.2
  GDH-TPI inh: 28
  PfHsp40 yeast: 1.2
  Mtb FBA inh: 39*
  TcdB GH inh: 1.6
  FadD28 binding: -2.9

(continued)
molecule | BioA inh | UGM FP inh | Y pestis TopoI | BH1578 lux ind | GDH-TPI inh | PfHsp40 yeast | Mtb FBA inh | TcdB GH inh | FadD28 binding
CCOC(=O)N1CCN(C(=O)c2sc3nc(-c4ccc(F)cc4)cn3c2C)CC1 | 2.3 | 0.2 | 12 | · | 0 | -1.0 | 2 | · | -1.6
CCOC(=O)CSc1nnc(CCCCCN2C(=O)c3cccc4cccc(c34)C2=O)o1 | · | -0.1 | 5 | 1.0 | 21 | 0.5 | 10 | 1.4 | -2.5
COc1ccc(C(=O)c2ccc(Cl)cc2)c(OC)c1OC | 0.3 | · | 20 | -1.2 | 10 | -0.1 | 2 | 1.9 | -3.1
CCN1C(=O)/C(=C/C2=Cc3ccccc3OC2C)SC1=S (stereo not drawn) | -1.8 | -1.1 | -5 | -0.6 | -7 | · | -5 | -0.7 | -2.9
S=c1[nH]nc(COc2ccccc2)n1/N=C/c1ccco1 | · | 2.5 | 3 | 0.3 | 5 | 13 | -3 | 0.1 | 0.0
C/C(CC(=O)Nc1ccccc1C#N)=N\NC(=O)c1ccncc1 | -0.6 | -2.6 | -3 | -0.5 | 8 | -0.2 | -3 | 1.6 | -1.4
CC(C)OC(=O)C1C(=O)CC(C)(O)C(C(=O)OC(C)C)C1c1cccnc1 (stereo not drawn) | -2.2 | 1.5 | -8 | i | -5 | 0.0 | 6 | · | -1.3
CC1(C)CC2CC(C)(CN2C(=O)c2cccs2)C1 (stereo not drawn) | -0.9 | -1.1 | 3 | 3.7 | 7 | -0.1 | -1 | · | -1.9
CCOc1ccccc1C(=O)NCC(=O)OCC(=O)NCCc1ccc(S(N)(=O)=O)cc1 | -2.4 | 0.1 | -2 | -0.3 | 4 | 0.1 | 2 | · | -0.9
COc1ccc(NC(=S)NCc2cccn2C)cc1 | -1.4 | 3.2 | 1 | -0.2 | 2 | -0.9 | 0 | -0.2 | -2.0
COC(=O)c1ccc(C(c2c(N)n(CC(C)C)c(=O)[nH]c2=O)N2CCN(c3ccccc3)CC2)cc1 (stereo not drawn) | 1.5 | -3.5 | 27 | 3.8 | -5 | -0.2 | 1 | · | -0.9
CCOC(=O)N/N=C(C)/C=C/c1ccccc1 | · | -1.4 | 2 | i | 3 | 1.0 | 0 | 0.8 | -4.7
Cc1cc(C(=O)NNC2CC(=O)N(c3ccc4ccccc4c3)C2=O)c(C)o1 (stereo not drawn) | · | -0.7 | 6 | i | -1 | 0.4 | 1 | -2.7 | -2.0
Cc1ccc([C@H]2N[C@]3(CCCN(Cc4cccn4C)C3=O)[C@H]3C(=O)N(Cc4ccccc4)C(=O)[C@@H]23)cc1 | -6.4 | · | 14 | -0.4 | -4 | · | -2 | -1.1 | -4.0
Cc1nc(NC(=O)CSc2nnc(-c3ccncc3)n2C)sc1C | -1.1 | -0.3 | 8 | -0.5 | -2 | -1.6 | -2 | -0.7 | -1.7
COc1ccc(C(=O)NCCc2ccccn2)cc1S(=O)(=O)Nc1ccc(Br)cc1 | 4.6 | 1.1 | 9 | -0.7 | -9 | 1.6 | 2 | 2.0 | -1.8
COC(=O)c1ccccc1NC(=O)c1cc(C)no1 | -1.3 | 1.3 | -2 | i | 3 | 1.1 | 3 | 0.1 | 0.6
Cc1cc(=O)[nH]c(SCC(=O)Nc2ccc3c(c2)OCCO3)n1 | · | -1.3 | 9 | i | 4 | 0.0 | 1 | -1.8 | 0.4
O=C(NC1CCCN(Cc2ccc(Cl)cc2)C1)c1ccccc1-c1ncc[nH]1 (stereo not drawn) | 0.1 | · | 1 | -0.3 | -8 | 1.5 | 0 | 0.8 | -4.1
COc1ccc2cc(C(=O)N3CCN(c4ccccc4F)CC3)[nH]c2c1 | -4.7 | 1.1 | -6 | -1.9 | 8 | -0.2 | 7 | -14 | 0.8
Fc1ccc(-c2nnc(NC3=NCCCCC3)o2)cc1 | · | · | 0 | -0.9 | 6 | 0.0 | 0 | · | -2.6
O=S(=O)(c1cc(Cl)ccc1Cl)N1CCN2CCCC2C1 (stereo not drawn) | -1.0 | 3.0 | 5 | 0.8 | -2 | -2.2 | 0 | 0.1 | -3.5
O=C(CSc1nc2ccsc2c(=O)n1Cc1ccccc1)NCc1ccco1 | -0.9 | -2.0 | 11 | -2.5 | -2 | 0.4 | 1 | · | -5.1
Cc1cccc(NC(=O)CN2C(=O)S/C(=C\C(=O)Nc3ccc(Cl)cc3)C2=O)c1 | -1.3 | -0.1 | -6 | -0.2 | 7 | -0.3 | -2 | · | -0.2
Cc1cc(C)nc(N2Cc3ccccc3C2=N)n1 | 2.3 | 1.6 | -3 | -0.9 | -2 | 0.3 | -2 | 1.3 | -1.8
